EBI2 block – EBI2 (human) antagonism | inhibition, % at 5 µM | EBI2 beta-arrestin recruitment, luminescence, 7a,25-OHC stimulated | P32249 | 0.81% of 360,000 active; in the data active means inhibition above about 38%;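 further: enzyme fragment complementation signal reports receptor beta-arrestin coupling in cells; 0% = agonist plus DMSO wells and 100% = wells without agonist; some results beyond the cut were filed as inactive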
Target sequence (P32249 whole entry, looked up, the tested form may be a part): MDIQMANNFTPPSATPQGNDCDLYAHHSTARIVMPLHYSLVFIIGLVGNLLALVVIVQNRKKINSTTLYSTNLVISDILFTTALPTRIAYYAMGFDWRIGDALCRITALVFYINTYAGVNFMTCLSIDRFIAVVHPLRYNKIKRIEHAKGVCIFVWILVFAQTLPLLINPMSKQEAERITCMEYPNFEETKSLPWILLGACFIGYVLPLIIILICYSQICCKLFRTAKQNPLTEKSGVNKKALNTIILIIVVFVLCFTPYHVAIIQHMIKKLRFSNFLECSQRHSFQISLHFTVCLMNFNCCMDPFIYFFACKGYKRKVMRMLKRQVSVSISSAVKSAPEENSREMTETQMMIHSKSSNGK
MPTP block – blocks calcium-induced mitochondrial swelling; isolated mouse mitochondria, Ca2+ swelling absorbance, 30 min; AID 602449; 1.4% of 360,000 active; inhibition, % at 10 µM;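 active means inhibition of 50% or more, scaled per plate between neutral and stimulator controls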;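 further: 0% = DMSO wells given calcium and 100% = 1 mM EGTA wells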
CXCR6 block – blocks human CXCR6 beta-arrestin recruitment; CHO-K1 PathHunter CXCR6 beta-arrestin, luminescence; inhibition, % at 20 µM; 0.36% of 360,000 active; in the data active means inhibition above about 34%, passing the limit was not always enough;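 further: antagonist mode with CXCL16 agonist at 10 nM final; 0% = 10 nM CXCL16 with DMSO and 100% = unstimulated wells without agonist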
Target sequence (O00574 whole entry, looked up): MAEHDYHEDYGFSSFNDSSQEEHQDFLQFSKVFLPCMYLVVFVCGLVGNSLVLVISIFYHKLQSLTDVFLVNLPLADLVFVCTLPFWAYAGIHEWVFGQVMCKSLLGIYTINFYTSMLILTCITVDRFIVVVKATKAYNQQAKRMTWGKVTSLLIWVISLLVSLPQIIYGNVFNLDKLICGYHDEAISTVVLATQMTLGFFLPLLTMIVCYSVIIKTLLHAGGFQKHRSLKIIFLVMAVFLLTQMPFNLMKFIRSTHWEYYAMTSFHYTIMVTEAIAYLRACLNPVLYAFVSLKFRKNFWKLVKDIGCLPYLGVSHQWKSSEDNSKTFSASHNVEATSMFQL
Starred values were filed as active, the others as inactive.

Results follow in this order: EBI2 block	MPTP block	CXCR6 block
- CNC(=O)c1cc(Oc2ccc(NC(=O)c3[nH]c(-c4ccccc4)c4c3C(=O)N(C)C4=O)cc2)ccn1
    3	1.0	-9
- CC1(C(=O)NS(=O)(=O)c2ccc(Cl)cc2)CCN1C(=O)Cc1ccc(-c2ccccc2)cc1 (stereo not drawn)
    4	-0.3	3
- COC(=O)[C@]12CCCCC=C1N(Cc1ccco1)C(=O)[C@H](CC(=O)NCCc1ccccc1OC)C2
    0	-0.3	1
- Cc1cc(C)n2[nH]c(=O)cc2n1
    -11	-1.2	-2
- COc1ccccc1C(=Cc1ccc([N+](=O)[O-])cc1)C(=O)O
    -4	-0.3	-4
- CC(C)OC(=O)c1ccc2ccc(-c3ccccc3)nc2c1
    15	1.2	-14
- OCc1cccc(-c2csc(C(O)c3ccccc3)n2)c1 (stereo not drawn)
    5	-0.2	-5
- CC(O)(c1cccc(F)c1)c1nc(-c2cc(F)cc(F)c2)cs1 (stereo not drawn)
    19	2.6	-16
- COC(=O)c1cccc(NC(=O)c2ccc(S(=O)(=O)N(C)c3ccccc3OC)cc2)c1
    1	0.5	-4
- COC(=O)c1ccc2nc(-c3ccc(Cl)cc3)c(Cc3ccccc3OC)n2c1
    4	-1.3	2
- COC(=O)c1ccc2nc(-c3cccc(Cl)c3)c(Cc3ccsc3)n2c1
    13	2.1	10
- COc1ccc(-c2cc3nc(C)cc(N4CCN(C(=O)c5ccoc5)CC4)n3n2)cc1
    12	-0.1	-1
- O=C(Nc1ccccc1F)c1csc([C@@H]2C[C@H](O)[C@@H](CO)O2)n1
    -4	0.3	6
- Fc1ccc(-c2nc3ccc(Br)cn3c2Cc2ccccc2)cc1
    1	0.2	18
- COc1ccc(C(O)c2ncc(-c3ccccc3Cl)[nH]2)cc1F (stereo not drawn)
    5	1.6	3
- O=C1NC[C@@H](CCCCN2C[C@H](Cc3ccc(O)cc3)N(CCc3ccc(O)cc3)C(=O)C2=O)N(Cc2ccccc2)C1=O
    -11	2.1	-3
- CC(C)c1cc(C(=O)N(C)C2CCCN(Cc3ccccc3F)C2)n(C)n1 (stereo not drawn)
    0	-0.9	11
- CCOc1ccc2nc(N/C(N)=N/S(=O)(=O)c3ccc(C)cc3)nc(C)c2c1
    -16	2.4	3
- c1cnn2c(-c3ccc4c(c3)CCO4)cnc2c1
    -16	0.0	-7
- COc1ccc(F)cc1-c1cc(NC=O)c2ncc(-c3cccc(C(F)(F)F)c3)n2c1
    18	0.5	4
- Cc1ccccc1S(=O)(=O)NC(=O)C1(C)CCN1C(=O)Cc1ccc(C(C)(C)C)cc1 (stereo not drawn)
    -9	0.9	-1
- CCc1nc2c(OCc3cc(Cl)cc(Cl)c3)cccn2c1N(C)C(=O)c1ccc(OC)cc1
    2	-0.2	22
- COc1cccc(C(=O)C(CCC#N)c2ccccc2)c1 (stereo not drawn)
    15	-0.5	10
- Cc1cc2oc(=O)cc(CN3CCCCCCC3)c2cc1Cl
    -4	-0.5	-9
- CC1(C(=O)NS(=O)(=O)c2ccc(Cl)cc2)CCN1C(=O)Cc1cccc2ccccc12 (stereo not drawn)
    4	-0.1	-7
- N#Cc1ccccc1OCC(=O)Nc1ccc2c(c1)OCO2
    -4	-2.0	-5
- O=C(O)c1ccc(NC2=C/C(=N/S(=O)(=O)c3cccs3)c3ccccc3C2=O)cc1
    -28	11	14
- C=CCNc1nc(-c2sc(NC(=O)C(C)(C)C)nc2C)c(-n2cc(-c3ccccc3)nn2)s1
    0	1.7	-8
- CC(=O)c1ccc(OCC(=O)N(C)C2CCS(=O)(=O)C2)cc1 (stereo not drawn)
    -4	0.8	8
- C[C@H](CO)N1C[C@H](C)[C@@H](CN(C)C(=O)c2ccccc2)OCc2cnnn2CCCC1=O
    4	0.1	-3

Part of the list above, reduced to EBI2 block and CXCR6 block.
| SMILES | EBI2 block | CXCR6 block |
| --- | --- | --- |
| COc1cccc(C(=O)C(CCC#N)c2ccccc2)c1 (stereo not drawn) | 15 | 10 |
| Cc1cc2oc(=O)cc(CN3CCCCCCC3)c2cc1Cl | -4 | -9 |

Further results:
Results follow in this order: EBI2 block	MPTP block	CXCR6 block
- C[C@@H]1CN([C@H](C)CO)C(=O)c2cc(-c3ccc(C(=O)N(C)C)cc3)cnc2O[C@@H]1CN(C)C(=O)c1cccnc1
    4	-1.4	-2
- CCCCn1nnnc1C1(C)CCC(=O)N1CCOc1ccccc1 (stereo not drawn)
    -9	1.0	-3
- CN1CCN(c2ncnc3c2ncn3[C@H]2CN(Cc3ccncc3)C[C@@H](CO)O2)CC1
    -6	0.3	0
- O=C(c1ccco1)N1CCN(C(=O)c2[nH]c(C(F)(F)F)nc2-c2ccccc2)CC1
    -5	-0.4	2
- COc1ccc(C(=O)N2CCN(c3nc4cc(C)cc(C)c4cc3C#N)CC2)cc1
    9	-0.6	0
- CCCCN1C(=O)C(=O)NC[C@@H]1Cc1ccc(O)cc1
    -3	-0.3	2
- c1ccc(-c2nnc(SCc3ccncc3)o2)cc1
    -5	0.7	2
- C[C@H]1O[C@H](C2CCCC2)CC2=C1C(=O)OC(C)(C)O2
    2	0.6	2
- O=C(CC[C@H]1O[C@@H](n2ccc(=O)[nH]c2=O)[C@H](O)[C@@H]1O)N[C@H](Cc1ccccc1)C(=O)NCc1ccco1
    -13	0.0	1
- O=C1NC(Cc2ccccc2)c2nc3ccc(F)cc3c(=O)n2-c2ncccc21 (stereo not drawn)
    5	-0.4	-5
- CCCCN1CCCCC1(C)C(=O)NCc1cccs1 (stereo not drawn)
    0	-0.6	4
- Cc1ccc2ccccc2c1C(O)c1ncc(-c2ccc(Cl)cc2)[nH]1 (stereo not drawn)
    -2	1.7	0
- COC(=O)[C@H](CC(C)C)NC(=O)/C=C/[C@H]1O[C@@H](n2ccc(=O)[nH]c2=O)[C@H](O)[C@@H]1O
    -13	-0.2	-5
- CCc1ccc(NC(=O)C(=O)NCCN2CCN(C(=O)c3ccc(OC)cc3)CC2)cc1
    10	-1.2	-6
- C[C@H](NC(=O)/C=C/[C@H]1O[C@@H](n2ccc(=O)[nH]c2=O)[C@H](O)[C@@H]1O)C(=O)O
    -7	0.0	-6
- CC(=O)Oc1ccc(Cn2c(C)c(C(=O)NC3CC3)sc2=O)cc1
    -3	-0.7	1
- O=C(Nc1cccc(C(=O)N2CCOCC2)c1)C1CCCCC1
    -8	0.0	2
- CCOC(=O)C1=CCN(S(=O)(=O)c2ccc(C)cc2)C1c1ccccc1 (stereo not drawn)
    -1	-1.9	8
- CN(C)CCN1CCN([C@H]2CS(=O)(=O)N[C@@H]2COCc2ccccc2)CC1
    -14	-0.8	-2
- COc1ccc(-c2sc3ccccc3c2-c2cc(OC)ccc2C=O)cc1
    -6	1.7	6
- Cc1ccc(S(=O)(=O)N2[C@H](c3ccccc3)CC(=O)[C@@H]3CN(S(=O)(=O)c4ccccc4C)[C@H](c4ccccc4)C[C@@H]32)cc1
    6	-0.8	3
- NC(c1csc(Nc2ccc(C(=O)NCCCO)cn2)n1)C1CCCCC1 (stereo not drawn)
    -5	-0.6	-1
- CCCNC(=O)C1(C)CCN(Cc2ccc(-c3ccccn3)cc2)C1 (stereo not drawn)
    -14	-1.6	-17
- O=C(Nc1cccc(C(F)(F)F)c1)Nc1ccc2nc([C@@H]3O[C@H](CO)[C@@H](O)[C@H](O)[C@H]3O)[nH]c2c1
    -4	-0.9	4
- O=C1NC(Cc2ccccc2)c2nc3ccc(Cl)cc3c(=O)n2-c2ncccc21 (stereo not drawn)
    2	0.0	6
- COc1ccc(Cl)cc1NC(=O)NNC(=O)C(=O)Nc1ccc(F)cc1
    -8	0.5	12
- OC(c1ccc(Cl)c(F)c1)c1ncc(-c2cccc(F)c2)[nH]1 (stereo not drawn)
    -5	3.0	-8
- CC(C)C1C(=O)N(Cc2cn(CCC3OCCO3)nn2)CCS(=O)(=O)N1Cc1ccc(-c2ccc(Cl)c(Cl)c2)cc1 (stereo not drawn)
    23	-2.3	-1
- COc1cc(-c2cc3nc(NCCN(C)C)ccn3n2)cc(OC)c1OC
    7	0.9	3
- CC[C@H](C)[C@H]1CNC(=S)N1CC1CCN(CC)CC1
    -10	0.1	-8

Part of the list above in another layout:
SMILES	EBI2 block	MPTP block	CXCR6 block
COc1ccc(-c2sc3ccccc3c2-c2cc(OC)ccc2C=O)cc1	-6	1.7	6
Cc1ccc(S(=O)(=O)N2[C@H](c3ccccc3)CC(=O)[C@@H]3CN(S(=O)(=O)c4ccccc4C)[C@H](c4ccccc4)C[C@@H]32)cc1	6	-0.8	3
NC(c1csc(Nc2ccc(C(=O)NCCCO)cn2)n1)C1CCCCC1 (stereo not drawn)	-5	-0.6	-1
CCCNC(=O)C1(C)CCN(Cc2ccc(-c3ccccn3)cc2)C1 (stereo not drawn)	-14	-1.6	-17

Carrying on:
Results follow in this order: EBI2 block	MPTP block	CXCR6 block
- CC1(C(=O)NS(=O)(=O)c2cccc(F)c2)CCN1C(=O)c1ccco1 (stereo not drawn)
    -4	1.2	-6
- CC(C)C(=O)N1CCC1(C)C(=O)Nc1cccc(Oc2ccccc2)c1 (stereo not drawn)
    2	0.5	5
- C[C@H]1CN([C@@H](C)CO)C(=O)CCCn2cc(nn2)CO[C@@H]1CN(C)C(=O)Nc1ccc(C(F)(F)F)cc1
    1	0.1	-8
- O=C1c2ccccc2C(c2nc3ccccc3[nH]2)N1c1ccccn1 (stereo not drawn)
    -14	-0.9	-2
- CC1=C(C(=O)N(C(C)C)C(C)C)CC(CC(=O)NCc2cccs2)C(=O)N1Cc1ccc(C(C)(C)C)cc1 (stereo not drawn)
    12	-1.6	11
- C[C@@H]1CN([C@@H](C)CO)S(=O)(=O)c2ccc(C#CC(C)(C)O)cc2O[C@H]1CN(C)C(=O)C1CCCCC1
    4	-1.9	0
- CCc1nc2c(OCc3ccc(C(=O)OC)cc3)cccn2c1N(C)C(=O)CC(C)C
    -1	0.6	3
- Cc1ccc(S(=O)(=O)NC(=O)C2(C)CCN2C(=O)C2(c3ccc(Cl)cc3)CC2)cc1 (stereo not drawn)
    -4	0.1	3
- CCCc1nc2c(C)cc(Br)cn2c1Cc1ccccc1
    10	2.0	7
- O=C1NC[C@H](CCCCN2CCN(CCc3ccccc3)C(=O)C2=O)N(CCC2CCCCC2)C1=O
    2	-0.1	-4
- N#Cc1ccccc1S(=O)(=O)N1CCN(c2nc(-c3ccccc3)nc3ccccc23)CC1
    -5	0.6	-1
- CN(C(=O)c1ccccc1)C(=O)c1ccccc1
    -11	-1.5	-2
- COCC(=O)Nc1ccc2c(c1)[C@@H]1C[C@H](CC(=O)NCc3cccc(F)c3)O[C@@H](CO)[C@@H]1O2
    -3	1.0	-1
- CC(C)CNc1ncnc2c1ncn2[C@H]1CN(Cc2ccc3c(c2)OCO3)C[C@@H](CO)O1
    3	0.8	0
- Cc1ccc(NCN2C(=O)c3ccccc3C2=O)cc1Cl
    -13	-0.4	3
- CCC(CO)Nc1ccn2nc(-c3ccccc3)cc2n1 (stereo not drawn)
    -3	-0.8	-8
- COCc1ccc(C(=O)N2CCCC(N3CCN(c4cccc(Cl)c4)CC3)C2)s1 (stereo not drawn)
    1	-0.2	3
- NC(Cc1ccc(C(F)(F)F)cc1)c1csc(Nc2cc(Oc3ccccc3)ncn2)n1 (stereo not drawn)
    6	7.9	-17
- CSc1ccc(CN2CCC2(C)C(=O)NCc2ccccc2Br)cc1 (stereo not drawn)
    13	-3.2	2
- CCCC(C(=O)NC(C)(C)C)N(Cc1ccccc1)C(=O)c1snc(C(N)=O)c1N (stereo not drawn)
    7	-0.2	0
- CC(C)N1CCC1(C)C(=O)Nc1ccc2scnc2c1 (stereo not drawn)
    -5	0.0	4
- CC1(C(=O)NC2CCCCC2)CCC(=O)N1CCOc1ccccc1 (stereo not drawn)
    16	-1.1	-8
- COc1cccc(NC(=O)C2CCN(S(=O)(=O)c3ccc(N4CCCC4=O)cc3)CC2)c1
    -5	0.5	-8
- Cn1c(=O)c2cc(NC(=S)NC3CCCCC3)ccc2n1C/C=C/c1ccccc1
    8	0.6	10
- CC(=O)Nc1cccc(Oc2nc(NCCN(C)C)nc3ccsc23)c1
    -4	-1.1	0
- COc1cc(NC(=O)C2(C)CCCN2C)cc(OC)c1OC (stereo not drawn)
    -9	0.4	8
- CNc1cnc(-c2ccc(O)c(OC)c2)cn1
    -1	0.9	1
- Cc1c(C)n(CC(O)CSc2ccccc2)c2ccccc12 (stereo not drawn)
    7	4.4	-5
- CC(=O)Nc1ccc(CN(C)c2c(C)nc3ccc(C(=O)N(C)Cc4ccccc4)cn23)cc1
    -6	-2.0	0
- CC(N)c1csc(Nc2ncccn2)n1 (stereo not drawn)
    -5	-0.9	7
- C[C@H](c1ccccc1)N1C[C@H](COCc2ccccc2)Oc2cc(N3CCC[C@@H]3CO)ccc2S1(=O)=O
    11	-1.6	5
- Cc1ccc(CNc2ncnc3ccc(-c4ccoc4C)cc23)o1
    32	2.2	-7
- COc1ccc2c(CN(C)Cc3ccccc3)cc(=O)oc2c1
    6	-0.5	-1
- CC1(C(=O)NCC2CC2)CCN1C(=O)C1(c2ccc(Cl)cc2)CC1 (stereo not drawn)
    -12	1.4	3
- C[C@@H]1CN([C@@H](C)CO)C(=O)CCCn2nncc2CO[C@@H]1CN(C)S(=O)(=O)c1ccc(Oc2ccccc2)cc1
    -1	0.0	2
- Cc1ccc([C@@H]2CC(=O)[C@@H]3CN(S(=O)(=O)c4ccc(C)cc4)[C@H](c4ccccc4F)C[C@@H]3N2S(=O)(=O)c2ccc(C)cc2)cc1
    6	-0.5	-1
- CC(C)NC(=O)N(C)C[C@H]1Oc2cc(Br)ccc2S(=O)(=O)N([C@H](C)CO)C[C@H]1C
    -1	-1.9	0

The list is partial; the hit share may differ from the screen's.
